ARNT-TACC3 inh: ARNT/TACC3 interaction disruption; 390,000 compounds, 0.66% hits; Q9Y6A5; inhibition, % at 9.99 µM; AlphaScreen His-ARNT PAS-B/GST-TACC3 binding, luminescence; TACC3 fragment carries E629A point mutation;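 active = mean inhibition of replicates at least 50% and at least half of replicates each reaching 50%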;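 note: 0% = complete ARNT plus TACC3 wells and 100% = ARNT alone without TACC3; many hits fall short of the cut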
LGR2 antag: inhibitors of bursicon-induced Drosophila LGR2 receptor cAMP signaling; inhibition, % at 9.99 µM; 380,000 compounds, 0.35% hits; HEK293 LGR2, CRE-luciferase, bursicon-stimulated, 4 h;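 active = drop in luminescence signal, shown as inhibition above about 50% in the replicate tests, limit read from the data, passing the limit was not always enough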;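 note: agonist challenge used bursicon conditioned medium at about half maximal strength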
The depositor's hits bear a star. The list is partial; count on the stated rates, not on these rows.

SMILES | ARNT-TACC3 inh | LGR2 antag
CC1CN(C(=O)c2cccc(C(=O)N3CC(C)OC(C)C3)c2)CC(C)O1 (stereo unspecified) | -8 | -8
Cc1cc(C)c(OCC(=O)N/N=C/c2ccc3c(c2)OCO3)c(C)c1 | -2 | -3
CCC(C(=O)NC1CCCC1)N(Cc1cccs1)C(=O)Cn1nnc(-c2ccc(OC)c(OC)c2)n1 (stereo unspecified) | 28 | -2
Cc1ccc(C)c(Nc2c([N+](=O)[O-])cc(C(=O)N3CC(=O)Nc4ccccc43)cc2[N+](=O)[O-])c1 | 7 | 16
CN(/C(=N/S(=O)(=O)c1cccs1)c1ccccc1)c1ccccc1 | -7 | -4
O=C1CC(c2cccc(Br)c2)c2cc3c(cc2N1)CCC3 (stereo unspecified) | 8 | -16
Cc1ccc(S(=O)(=O)N(C)C)cc1NC(=S)NC(C)CCCC(C)C (stereo unspecified) | -3 | 39
CC(C(=O)N1c2ccccc2Sc2ccccc21)n1nnc(-c2cccs2)n1 (stereo unspecified) | -1 | 9
Cc1cc2nc(-c3ccc(SCC(=O)Nc4nccs4)nc3)[nH]c2cc1C | -4 | -6
CCC(=O)Nn1c(C)nnc1C | -3 | 3
C=C1CSc2nc3ccccc3c(=O)n21 | 0 | -20
Cc1ccc(Nc2nnc(SC/C(O)=C(\C#N)c3nc4ccccc4[nH]3)s2)c(C)c1 | 2 | 1
COc1ccc(S(C)(=O)=O)cc1S(C)(=O)=O | -5 | -8
CC(=NCc1ccccc1)C1=C(O)COC1=O | 5 | 15
Cc1cc(C)c2cc3c(ccn3C3OC[C@H](O)[C@H](O)[C@H]3O)cc2n1 (stereo partly specified) | -1 | 6
Cc1cc(C)n2nc(SCCC(=O)NCCc3ccccc3)nc2n1 | 4 | 0
Cc1ccc(OCCCCN2CCC(C)CC2)c(Br)c1 | -8 | -2
O=S(=O)(c1cc(Cl)ccc1Br)N1CCOCC1 | -2 | -9
CCOc1cc(CNCCSc2nnnn2C)cc(Br)c1OCc1ccccc1 | -9 | -9
CCc1nnc(SCc2ccc(OC)c(Br)c2)n1N | 0 | -22
[O-]/C(=C(\C(=S)NCc1ccco1)[n+]1ccccc1)c1ccccc1Br | 5 | -5
O=C(Nn1c(-c2ccccc2)nc2ccccc2c1=O)C1CCC1 | 0 | 10
Cc1ccc(NC(=S)NNC(=O)c2ccccc2OC(F)F)cc1 | 11 | 10
FC(F)(F)c1cc(C(F)(F)F)c2ccc(N/N=C/c3ccccc3)nc2n1 | -6 | 2

Laid out differently: results already given.
Values run as follows: ARNT-TACC3 inh | LGR2 antag
> CC1CN(C(=O)c2cccc(C(=O)N3CC(C)OC(C)C3)c2)CC(C)O1 (stereo unspecified)
 : -8 | -8
> Cc1cc(C)c(OCC(=O)N/N=C/c2ccc3c(c2)OCO3)c(C)c1
 : -2 | -3
> CCC(C(=O)NC1CCCC1)N(Cc1cccs1)C(=O)Cn1nnc(-c2ccc(OC)c(OC)c2)n1 (stereo unspecified)
 : 28 | -2
> Cc1ccc(C)c(Nc2c([N+](=O)[O-])cc(C(=O)N3CC(=O)Nc4ccccc43)cc2[N+](=O)[O-])c1
 : 7 | 16
> CN(/C(=N/S(=O)(=O)c1cccs1)c1ccccc1)c1ccccc1
 : -7 | -4
> O=C1CC(c2cccc(Br)c2)c2cc3c(cc2N1)CCC3 (stereo unspecified)
 : 8 | -16
> Cc1ccc(S(=O)(=O)N(C)C)cc1NC(=S)NC(C)CCCC(C)C (stereo unspecified)
 : -3 | 39
> CC(C(=O)N1c2ccccc2Sc2ccccc21)n1nnc(-c2cccs2)n1 (stereo unspecified)
 : -1 | 9
> Cc1cc2nc(-c3ccc(SCC(=O)Nc4nccs4)nc3)[nH]c2cc1C
 : -4 | -6
> CCC(=O)Nn1c(C)nnc1C
 : -3 | 3
> C=C1CSc2nc3ccccc3c(=O)n21
 : 0 | -20
> Cc1ccc(Nc2nnc(SC/C(O)=C(\C#N)c3nc4ccccc4[nH]3)s2)c(C)c1
 : 2 | 1
> COc1ccc(S(C)(=O)=O)cc1S(C)(=O)=O
 : -5 | -8
> CC(=NCc1ccccc1)C1=C(O)COC1=O
 : 5 | 15
> Cc1cc(C)c2cc3c(ccn3C3OC[C@H](O)[C@H](O)[C@H]3O)cc2n1 (stereo partly specified)
 : -1 | 6
> Cc1cc(C)n2nc(SCCC(=O)NCCc3ccccc3)nc2n1
 : 4 | 0
> Cc1ccc(OCCCCN2CCC(C)CC2)c(Br)c1
 : -8 | -2
> O=S(=O)(c1cc(Cl)ccc1Br)N1CCOCC1
 : -2 | -9
> CCOc1cc(CNCCSc2nnnn2C)cc(Br)c1OCc1ccccc1
 : -9 | -9
> CCc1nnc(SCc2ccc(OC)c(Br)c2)n1N
 : 0 | -22
> [O-]/C(=C(\C(=S)NCc1ccco1)[n+]1ccccc1)c1ccccc1Br
 : 5 | -5
> O=C(Nn1c(-c2ccccc2)nc2ccccc2c1=O)C1CCC1
 : 0 | 10
> Cc1ccc(NC(=S)NNC(=O)c2ccccc2OC(F)F)cc1
 : 11 | 10

Sorted by value in ARNT-TACC3 inh (rising): three of the compounds above
Structure | ARNT-TACC3 inh | LGR2 antag
CC(C(=O)N1c2ccccc2Sc2ccccc21)n1nnc(-c2cccs2)n1 (stereo unspecified) | -1 | 9
Cc1ccc(C)c(Nc2c([N+](=O)[O-])cc(C(=O)N3CC(=O)Nc4ccccc43)cc2[N+](=O)[O-])c1 | 7 | 16
CCC(C(=O)NC1CCCC1)N(Cc1cccs1)C(=O)Cn1nnc(-c2ccc(OC)c(OC)c2)n1 (stereo unspecified) | 28 | -2

The list goes on.
SMILES | ARNT-TACC3 inh | LGR2 antag
CCn1cnc2c1c(=O)n(CC(=O)Nc1ccc3c(c1)OC(F)(F)O3)c(=O)n2Cc1ccccc1 | 0 | -10
CCC(=O)Nc1ccc(S(=O)(=O)Nc2cc(C)on2)cc1 | -8 | -12
COc1ccc(C2CC(=O)c3sc(NC(C)=O)nc3C2)cc1 (stereo unspecified) | -8 | -12
COc1ccc(NCc2nnc(SCC(=O)N3CCCc4ccccc43)n2C)cc1 | -30 | -26
CCOC(=O)c1c(C)n(OCc2ccccc2)c2ccc3c(no[n+]3[O-])c12 | -5 | -3
O=C(CCCN1C(=O)CCC1=O)Nc1ccccc1F | 4 | 15
CS(=O)(=O)N(Cc1ccc(Cl)cc1)c1ccc(C(=O)N/N=C/c2cc3ccccc3nc2Cl)cc1 | 0 | 3
CCC(=O)Nc1cc(C(=O)NCC2CCCN2CC)c(OC)cc1N(C)C (stereo unspecified) | 12 | 11
CC(C)(C)C(=O)NCCCc1nc2ccccc2n1CCCOc1ccc(Cl)cc1 | -2 | 7
CCCCCCCCCS(=O)(=O)N/N=C/c1cccc([N+](=O)[O-])c1 | 5 | -14
COc1cc(S(=O)(=O)N2CCN(C)CC2)c(OC)cc1Br | -3 | -3
O=C(c1cc(Cl)cc(Cl)c1)N1CCOCC1 | 7 | 9
COc1ccc(-n2c(C)nc3cc(C(=O)NCc4ccco4)ccc32)cc1 | 6 | 10
COCCn1c(Cc2ccccc2)nnc1SCC(=O)NC(C)C | -5 | 5
CCCc1nc2ccccc2c(C(=O)O)c1CC | -3 | 17
O=S(=O)(Nc1nc2ccccc2nc1Cl)c1ccc2ccccc2c1 | 1 | -11
COC(=O)CCC(=O)COc1ccc(OC)cc1C#N | 0 | -13
CCCn1nc2ccccc2c1P(=N)(N1CCOCC1)N1CCOCC1 | 5 | 2
COc1cccc(N/C(C)=C/C(=O)c2ccc(Br)cc2)c1 | 6 | -42
O=C(OCc1nc2ccccc2s1)c1ccc(Br)s1 | -4 | -2
O=C(Cn1c(CC(=O)N2CCCC2)nc2ccccc21)NCc1ccccc1 | -3 | 11
O=C(/C=C/c1ccc2c(c1)OCO2)NCCSCc1ccc(Cl)cc1Cl | -7 | 5
Cc1ccc(S(=O)(=O)CC(=O)N2CCCC2)cc1 | 2 | 5
Cc1ccc(S(=O)(=O)N2CCOCC2)cc1C(=O)OCC(=O)Nc1ccc2c(c1)OCO2 | 17 | -21
CCN1C(=O)c2cccc3c(S(=O)(=O)NC(Cc4c[nH]c5ccccc45)C(=O)O)ccc1c23 (stereo unspecified) | 3 | 3
COc1cc(C2C(C#N)=C(N)N(Nc3ccccc3)C3=C2C(=O)CC(C)(C)C3)ccc1OCc1cccc(F)c1 (stereo unspecified) | 9 | 4
CCOC(=O)CSc1nc2c(sc(=S)n2Cc2ccco2)c(=O)n1-c1ccc(F)cc1 | -1 | 11
O=C1NCCN1Cc1cccc(Cl)c1 | -11 | 3
O=C(NC1CCCC1)C1c2ccccc2C(=O)N1C1CCCCC1 (stereo unspecified) | -5 | 4
O=C(NCC(=O)N(Cc1ccco1)C(C(=O)NC1CCCCC1)c1cccnc1)c1cccs1 (stereo unspecified) | 1 | 23
COC(=O)c1c(NC(=O)CSc2nnnn2-c2ccccc2)sc2c1CCC(C(C)(C)C)C2 (stereo unspecified) | -7 | -20
Cc1cc(C)n(C(=O)CNc2ccc(C)c(C)c2)n1 | 0 | 0
COc1cccc(NC(=O)c2ocnc2C)c1 | -35 | -1
COc1ccc(C(=O)Nc2cc([N+](=O)[O-])ccc2N2CCN(C)CC2)cc1 | -6 | -10
O=C(CCSc1ccccc1)NCCN1CCOCC1 | 44 | -19
CCOc1ccc(S(=O)(=O)N(CC(=O)O)c2ccccc2)cc1 | -12 | -8
COc1ccc(C(=O)O/N=C(/C)c2cccs2)cc1 | 4 | 31
COc1cc(OC)c(C(=O)Oc2ccc3c(c2)OCO3)cc1OC | 16 | 16
Cc1cc(C)cc(Oc2nc(-c3ccccc3)cc(C)c2S(C)(=O)=O)c1 | -7 | 15
Cc1ccc2nc(N3CCN(S(=O)(=O)c4ccc5c(c4)OCCO5)CC3)c(C#N)cc2c1 | -3 | -8
O=C(O)/C=C/C(=O)Nc1ccccc1SC(F)(F)F | -1 | 3
CNC(=O)c1nn(-c2ccc(C)cc2)ccc1=O | 5 | 12
O=C(CS(=O)(=O)c1ccccc1)Nc1nc(-c2ccccc2)cs1 | -3 | -22
CC(C)c1ccc2nc3sc(C(=O)N4CCc5ccccc5C4)c(N)c3cc2c1 | 6 | -43
CCn1c(SCC(=O)Nc2ccc(C(C)=O)cc2)nc2nc3c(cc2c1=O)CCCC3 | -1 | -18
CCCC(=O)c1c[nH]c(C(=O)NCc2ccco2)c1 | 1 | 16
O=C(CC(C(=O)N1CCc2ccccc21)n1ccnc1)NCC1CCCO1 (stereo unspecified) | -1 | -5
O=C(O)C1CCCCC1C(=O)N1CC=C(c2ccccc2)CC1 (stereo unspecified) | -3 | 30
O=C(O)c1cccc(N/N=C/c2sc(N3CCOCC3)nc2-c2ccccc2)c1 | 0 | -115
O=C(CSc1nc(-c2ccco2)cc(C(F)(F)F)n1)Nc1ccc2c(c1)OCO2 | -2 | -14
COc1ccc(Br)cc1-c1noc(-c2ccccc2F)n1 | -4 | -7
O=C(c1ccncc1)N1CCN(c2cccc(C(F)(F)F)c2)CC1 | -1 | -1
CCOC(=O)c1sc(Nc2ccccc2)nc1C | 0 | -70
COC(=O)c1[nH]nc2c1C(=O)N(Cc1ccccc1)C2=O | -6 | 3
Cc1ccc(CN2CCN(C(=O)C3CCCO3)CC2)cc1 (stereo unspecified) | -3 | -9
CSc1nc2c(c(=O)[nH]1)CCCC2 | -14 | -3
O=C(C1CCN(S(=O)(=O)c2cnc[nH]2)CC1)N1CCN(Cc2ccc3c(c2)OCO3)CC1 | -17 | -2
Cc1nn(-c2ccccc2)c(-c2ccccc2)c1C(=O)O | -8 | -10
COc1cccc(C2NC(=O)NC(C)=C2C(=O)OCCSC)c1OC (stereo unspecified) | -6 | 9
CC(C)C(=O)Nc1ccc(NC(=O)c2cccnc2)cn1 | -7 | 22

Next results:
SMILES | ARNT-TACC3 inh | LGR2 antag
CCn1cc(Br)c(C(=O)N2CCN(c3ccccc3)CC2)n1 | -4 | 10
CCOC(=O)c1c(C)c(C(=O)NCCN2CCOCC2)c(C)n1CC | 35 | 13
CCOC(=O)c1oc2ccccc2c1NC(=O)COC | 15 | -11
CC(OC(=O)c1cc2sccc2n1C)C(=O)NCc1ccc2c(c1)OCO2 (stereo unspecified) | -71 | 11
O=C1CC(c2ccccc2)CC(O)=C1C=NCc1ccc(Cl)cc1 (stereo unspecified) | -2 | 4
CS(=O)(=O)N(CCc1ccccc1)CC(=O)NCc1cccnc1 | -12 | 11
CC(C)CC(=O)Nc1ccc(N2CCOCC2)cc1 | 3 | 1
Cc1cc(C)n(-c2nc3c(c(=O)[nH]c(=O)n3C)n2CC(O)c2ccccc2)n1 (stereo unspecified) | -2 | 3
COc1ccc(CCNC(=O)c2ccc(CNS(=O)(=O)c3cc(C)ccc3C)cc2)cc1OC | -5 | -12
Cc1cccc(C)c1OCC(O)CNS(=O)(=O)c1ccccc1C(=O)N1CCOCC1 (stereo unspecified) | -5 | 18
N#Cc1nc(COc2ccc(Br)cc2)oc1NCCCn1ccnc1 | 13 | 14
CCCn1cnc2c(c1=O)c1nc3ccccc3nc1n2CCc1ccccc1 | -2 | 18
COc1ccc2[nH]c(=S)[nH]c2c1 | -2 | 2
Clc1cccc(-c2ccnc3nc(-n4cccc4)nn23)c1 | 7 | -25
Cc1ccc(N2CC(C(=O)NC3=NCCS3)CC2=O)cc1C (stereo unspecified) | -1 | 18
COc1ccc(C(=O)OCCN2CCOCC2)cc1 | 2 | -20
